TRPC6 activator: activators of mouse TRPC6 channel; HEK293-TRPC6 membrane potential dye fluorescence; stronger effect = higher value; B-score at 10 µM; 310,000 compounds, 0.13% hits;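 active = B-score of the integrated fluorescence ratio above library mean plus 3 SD, and starting fluorescence ratio within library mean plus 5 SD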;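 note: higher score means more depolarization so channel activation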
TRPC6 inh: blocks the mouse TRPC6 cation channel; Q61143; HEK293-TRPC6, membrane potential dye, ACh-evoked depolarization; stronger effect = lower value; B-score at 10 µM; 310,000 compounds, 1.1% hits;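 active = B-score under library mean minus 3 SD, initial fluorescence not abnormally high, positive integrated signal ratio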;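 note: B-score derived from integrated fluorescence ratio over the kinetic read; more negative B-score means stronger inhibition of depolarization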
Platelet DG rel: platelet dense granule release activity. AID 1663. human platelet-rich plasma, SFLLRN dense granule ATP release, luminescence. 300,000 compounds, 0.22% hits. inhibition, %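 (compounds screened at 7.5 µM in platelet-rich plasma)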;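 active = mean replicate score, as percent of positive control, at or above 50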
RGS4 block: human RGS4 inhibition; HEK293 M3R/RGS4 inducible, Fluo-4 calcium flux; stronger effect = higher value; triggered by carbachol at its EC20; B-score at 10 µM; 310,000 compounds, 0.45% hits; AID 463165;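 active = B-score, a plate-corrected calcium signal, over three deviations above library mean, with baseline fluorescence within five deviations of library mean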;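 note: RGS4 expression induced by doxycycline in cells with stable M3 receptor; B-score is computed from the integrated fluorescence ratio over baseline after carbachol; higher B-score means a larger calcium signal and so more RGS4 inhibition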
Target sequence (P49798 whole entry, looked up): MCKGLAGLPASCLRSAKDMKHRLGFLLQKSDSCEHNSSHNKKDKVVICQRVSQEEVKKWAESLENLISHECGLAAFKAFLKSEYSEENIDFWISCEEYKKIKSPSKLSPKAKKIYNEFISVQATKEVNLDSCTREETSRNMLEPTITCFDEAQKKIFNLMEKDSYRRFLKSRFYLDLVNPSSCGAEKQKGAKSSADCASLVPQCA
HIF act: HIF pathway transcriptional activation; U2OS HRE-luciferase reporter, luminescence; normalized: DMSO 0%, desferrioxamine 100%; 300,000 compounds, 0.32% hits; activation, % at 7.5 µM (by protocol);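 active = mean activation of at least 10% of the iron chelator positive control signal, with at least half of replicates also reaching 10%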
MrgX1 ag: human MrgX1 receptor agonism, primary screen | MrgX1-HEK293 cells, Fluo-4 calcium fluorescence, agonist mode; stronger effect = higher value | B-score at 10 µM | 310,000 compounds, 0.44% hits | AID 588627;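 active = calcium response B-score plate-corrected fluorescence ratio at least 3 library SD, with starting fluorescence B-score inside 5 SD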
Target sequence (Q96LB2 whole entry, looked up): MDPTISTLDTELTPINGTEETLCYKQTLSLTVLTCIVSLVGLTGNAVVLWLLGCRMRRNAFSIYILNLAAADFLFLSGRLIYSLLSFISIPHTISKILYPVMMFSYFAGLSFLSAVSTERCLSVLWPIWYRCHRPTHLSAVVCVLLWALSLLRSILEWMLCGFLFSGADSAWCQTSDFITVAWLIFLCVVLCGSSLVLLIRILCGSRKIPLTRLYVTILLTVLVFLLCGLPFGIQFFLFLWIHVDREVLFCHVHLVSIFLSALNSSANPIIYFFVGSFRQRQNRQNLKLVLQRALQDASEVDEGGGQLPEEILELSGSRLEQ
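Material – MrgX1-expressing HEK293 cells · Input – 15,000 cells seeded per well · Dosing – compound as first of three additions · Times – overnight seeding, then 1 h dark dye loading · Measured by – kinetic Fluo-4 NW fluorescence of intracellular calcium · Read-out – B-scored fluorescence response ratio · Benchmarks – positive and negative control wells on each plate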
TRPC4 inh: TRPC4 (mouse) channel inhibition. HEK293 TRPC4beta/mu-opioid, DAMGO-evoked Fluo4 calcium flux; stronger effect = lower value. B-score at 10 µM. 300,000 compounds, 0.39% hits. AID 2247;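 active = B-score over 3 SD under the library average, no early fluorescence shift, positive overall ratio signal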
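Signal: kinetic Fluo4 fluorescence imaging of calcium influx. Material: stable TRPC4beta/mu-opioid receptor HEK293 cells. Probe or stimulus: DAMGO in two steps, submaximal then maximal.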
SKKanGAS inh: inhibitors of SKKanGAS S. pyogenes growth in kanamycin (SK-promoter or general growth effect). BacTiter-Glo, 6 h. inhibition, % at 7.5 µM. 300,000 compounds, 1.3% hits;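 active = mean replicate score, as percent of positive control median, at least 50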;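 note: strain carries kanamycin resistance gene driven by streptokinase promoter and grows in 40 µg/ml kanamycin; loss of luminescence reflects streptokinase promoter inhibition or plain growth inhibition; 0% = median of DMSO wells and 100% = positive control at its reference dose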
RGS4 act: RGS4 potentiation or activation. 310,000 compounds, 0.92% hits. B-score at 10 µM. AID 463111. HEK293 M3R/inducible RGS4, carbachol calcium flux Fluo4; stronger effect = lower value;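 active = B-score of the integrated calcium signal more than 4 SD below the library mean, with starting fluorescence not abnormally high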;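 note: negative B-score means reduced calcium response which marks RGS4 activation or potentiation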
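Test system: HEK293 cells with stable M3R and inducible RGS4; also added: carbachol at ECmax as muscarinic agonist stimulus; schedule: dye loading 30 min 37 °C, buffer rest 30 min RT; technique: kinetic calcium fluorescence imaging with Fluo4-AM dye, 2 µM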
MrgX1 antagonist: blocks BAM8-22 activation of human MrgX1 receptor. 310,000 compounds, 1.3% hits. MRGX1-HEK293 calcium flux, Fluo-4, BAM8-22 antagonism; stronger effect = lower value. Q96LB2. B-score at 10 µM;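 active = calcium-response B-score plate-corrected more than 3 library SD below zero, starting fluorescence within 5 deviations, no agonist response on first addition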;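 note: peak minus trough fluorescence over baseline after final BAM8-22 challenge near maximal dose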
MrgX1 allo act: human MrgX1 positive allosteric modulation, primary screen; Q96LB2; MrgX1-HEK293, Fluo-4 calcium flux, FDSS; stronger effect = higher value; B-score at 10 µM; 310,000 compounds, 0.63% hits;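 active = plate-corrected calcium response at least 3 library SD above typical, normal starting fluorescence, not activating the receptor alone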;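 note: compound read alongside a low EC10 to EC30 dose of BAM8-22 agonist; peak minus trough fluorescence over baseline measured at the second addition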
Numbers without * were called inactive.

`Cc1ccc(CNS(=O)(=O)/C=C/c2ccc3c(c2)OCO3)cc1` gave TRPC6 activator inactive, TRPC6 inh inactive, Platelet DG rel 0, RGS4 block inactive, HIF act -0.5, MrgX1 ag inactive, TRPC4 inh inactive, SKKanGAS inh -13, RGS4 act inactive, MrgX1 antagonist inactive and MrgX1 allo act inactive.
`O=C(CC(CC(=O)c1ccc(Cl)cc1)c1ccccc1C(=O)O)c1ccc(Cl)cc1` gave TRPC6 activator inactive, TRPC6 inh inactive, Platelet DG rel 4, RGS4 block inactive, HIF act 0.7, MrgX1 ag inactive, TRPC4 inh inactive, SKKanGAS inh 19, RGS4 act inactive, MrgX1 antagonist inactive and MrgX1 allo act inactive.
Screening COc1ccc(-c2cc(C(F)(F)F)n3nc(C(=O)N4CCN(C(=O)c5ccco5)CC4)cc3n2)cc1 returned TRPC6 activator inactive, TRPC6 inh inactive, Platelet DG rel 2, RGS4 block inactive, HIF act -0.4, MrgX1 ag inactive, TRPC4 inh inactive, SKKanGAS inh 13, RGS4 act inactive, MrgX1 antagonist inactive and MrgX1 allo act inactive.
Screening CCOC(=O)C1CCN(C(=O)CSc2cc(=O)n(CC)c3ccccc23)CC1 returned TRPC6 activator inactive, TRPC6 inh inactive, Platelet DG rel 8, RGS4 block inactive, HIF act -0.3, MrgX1 ag inactive, TRPC4 inh inactive, SKKanGAS inh 9, RGS4 act inactive, MrgX1 antagonist inactive and MrgX1 allo act inactive.
`Cc1cccc(NC(=S)c2nc3ccccc3s2)c1` gave TRPC6 activator inactive, TRPC6 inh inactive, Platelet DG rel -27, RGS4 block inactive, HIF act 1.2, MrgX1 ag inactive, TRPC4 inh inactive, SKKanGAS inh 46, RGS4 act inactive, MrgX1 antagonist inactive and MrgX1 allo act inactive.
Cc1cc(N2CCN(c3ccc(F)cc3)CC2)n2ncnc2n1 was read as TRPC6 activator inactive, TRPC6 inh inactive, Platelet DG rel 2, RGS4 block inactive, HIF act 0.2, MrgX1 ag inactive, TRPC4 inh inactive, SKKanGAS inh 5, RGS4 act inactive, MrgX1 antagonist inactive and MrgX1 allo act inactive.
CC(NC(=O)c1ccco1)C(c1cccs1)N1CCN(c2ccccc2F)CC1 (centres undefined) was read as TRPC6 activator inactive, TRPC6 inh inactive, Platelet DG rel -2, RGS4 block inactive, HIF act -0.2, MrgX1 ag inactive, TRPC4 inh inactive, SKKanGAS inh 0, RGS4 act inactive, MrgX1 antagonist inactive and MrgX1 allo act inactive.
`Cc1nnc(NC(=O)C2CCN(S(=O)(=O)c3ccc(Cl)cc3)CC2)s1` gave TRPC6 activator inactive, TRPC6 inh inactive, Platelet DG rel -11, RGS4 block inactive, HIF act -0.2, MrgX1 ag inactive, TRPC4 inh inactive, SKKanGAS inh 2, RGS4 act inactive, MrgX1 antagonist inactive and MrgX1 allo act inactive.
`CCNC(=O)O/N=C(\C)c1sc(-c2ccc(Cl)cc2)nc1C` gave TRPC6 activator inactive, TRPC6 inh inactive, Platelet DG rel 22, RGS4 block inactive, HIF act 4.3, MrgX1 ag inactive, TRPC4 inh inactive, SKKanGAS inh 3, RGS4 act inactive, MrgX1 antagonist inactive and MrgX1 allo act inactive.
For CC(=O)Cn1cnc2c(cnn2-c2ccccc2)c1=O the results were TRPC6 activator inactive, TRPC6 inh inactive, Platelet DG rel 2, RGS4 block inactive, HIF act 0.3, MrgX1 ag inactive, TRPC4 inh inactive, SKKanGAS inh -1, RGS4 act inactive, MrgX1 antagonist inactive and MrgX1 allo act inactive.
For Cc1cccc(NC(=S)N2CCCN(c3ncccc3[N+](=O)[O-])CC2)c1 the results were TRPC6 activator inactive, TRPC6 inh inactive, Platelet DG rel 5, RGS4 block inactive, HIF act -0.4, MrgX1 ag inactive, TRPC4 inh inactive, SKKanGAS inh 7, RGS4 act inactive, MrgX1 antagonist inactive and MrgX1 allo act inactive.
Screening Cc1cc(C)c(C)c(S(=O)(=O)N2CCCN(C)CC2)c1C returned TRPC6 activator inactive, TRPC6 inh inactive, Platelet DG rel 2, RGS4 block inactive, HIF act 0.1, MrgX1 ag inactive, TRPC4 inh inactive, SKKanGAS inh -2, RGS4 act inactive, MrgX1 antagonist inactive and MrgX1 allo act inactive.
For Cc1ccc(-c2nnn(CC(=O)N(CC(=O)NC3CCCC3)c3cnc4ccccc4c3)n2)o1 the results were TRPC6 activator inactive, TRPC6 inh inactive, Platelet DG rel 0, RGS4 block inactive, HIF act -0.1, MrgX1 ag inactive, TRPC4 inh inactive, SKKanGAS inh 7, RGS4 act inactive, MrgX1 antagonist inactive and MrgX1 allo act inactive.
O=C(CCNC(=O)c1ccc([N+](=O)[O-])cc1)N/N=C/c1ccc(F)cc1 was read as TRPC6 activator inactive, TRPC6 inh inactive, Platelet DG rel -12, RGS4 block inactive, HIF act 0.1, MrgX1 ag inactive, TRPC4 inh inactive, SKKanGAS inh -1, RGS4 act inactive, MrgX1 antagonist inactive and MrgX1 allo act inactive.
`CC(C)(C)c1ccc(OCCC(=O)OCC(=O)Nc2ccc(N3CCOCC3)cc2)cc1` gave TRPC6 activator inactive, TRPC6 inh inactive, Platelet DG rel 0, RGS4 block inactive, HIF act -2.8, MrgX1 ag inactive, TRPC4 inh inactive, SKKanGAS inh 21, RGS4 act inactive, MrgX1 antagonist inactive and MrgX1 allo act inactive.
Screening O=C(/C=C/c1ccco1)NC(=S)Nc1nc(-c2ccc(Cl)cc2)cs1 returned TRPC6 activator inactive, TRPC6 inh inactive, Platelet DG rel -5, RGS4 block inactive, HIF act 0.7, MrgX1 ag inactive, TRPC4 inh inactive, SKKanGAS inh 2, RGS4 act inactive, MrgX1 antagonist inactive and MrgX1 allo act inactive.
For CN(C)/C=N/c1ncc(C(=O)c2ccc(Cl)cc2)s1 the results were TRPC6 activator inactive, TRPC6 inh inactive, Platelet DG rel 6, RGS4 block inactive, HIF act 2.9, MrgX1 ag inactive, TRPC4 inh inactive, SKKanGAS inh 10, RGS4 act inactive, MrgX1 antagonist inactive and MrgX1 allo act inactive.
Screening Cc1cc(C)c2nc(SCC(=O)Nc3ccc(S(=O)(=O)N4CCCC4)cc3)c(C)cc2c1 returned TRPC6 activator inactive, TRPC6 inh inactive, Platelet DG rel -1, RGS4 block inactive, HIF act 0.2, MrgX1 ag inactive, TRPC4 inh inactive, SKKanGAS inh -8, RGS4 act inactive, MrgX1 antagonist inactive and MrgX1 allo act inactive.
CCCC[C@@H]1C[C@H]1[C@@H](NC(=O)c1ccccc1)c1ccccc1C(F)(F)F was read as TRPC6 activator inactive, TRPC6 inh inactive, Platelet DG rel -4, RGS4 block inactive, HIF act -0.1, MrgX1 ag inactive, TRPC4 inh inactive, SKKanGAS inh 7, RGS4 act inactive, MrgX1 antagonist inactive and MrgX1 allo act inactive.
Screening COc1ccc(NC(=O)CC2C(=O)N(C)C(=S)N2Cc2ccc3c(c2)OCO3)cc1 (centres undefined) returned TRPC6 activator inactive, TRPC6 inh inactive, Platelet DG rel 16, RGS4 block inactive, HIF act -5.7, MrgX1 ag inactive, TRPC4 inh inactive, SKKanGAS inh -2, RGS4 act inactive, MrgX1 antagonist inactive and MrgX1 allo act inactive.
CCOC(=O)c1c(N=CN(C)C)c(C#N)c2n1CCCC2 was read as TRPC6 activator inactive, TRPC6 inh inactive, Platelet DG rel -4, RGS4 block inactive, HIF act -0.7, MrgX1 ag inactive, TRPC4 inh inactive, SKKanGAS inh 1, RGS4 act inactive, MrgX1 antagonist inactive and MrgX1 allo act inactive.
CC(C)C(=O)NCCc1c[nH]c2ccccc12 was read as TRPC6 activator inactive, TRPC6 inh inactive, Platelet DG rel -2, RGS4 block inactive, HIF act -0.1, MrgX1 ag inactive, TRPC4 inh inactive, SKKanGAS inh 1, RGS4 act inactive, MrgX1 antagonist inactive and MrgX1 allo act inactive.
For O=C(CCOc1ccccc1)OCC(=O)c1cc2ccccc2o1 the results were TRPC6 activator inactive, TRPC6 inh -9.3*, Platelet DG rel -3, RGS4 block inactive, HIF act 0.9, MrgX1 ag inactive, TRPC4 inh inactive, SKKanGAS inh 3, RGS4 act inactive, MrgX1 antagonist inactive and MrgX1 allo act inactive.
`CCC1Oc2ccc(C)cc2N(CC(=O)NCCCN2CCCC2)C1=O` (centres undefined) gave TRPC6 activator inactive, TRPC6 inh inactive, Platelet DG rel -15, RGS4 block inactive, HIF act 0.0, MrgX1 ag inactive, TRPC4 inh inactive, SKKanGAS inh -2, RGS4 act inactive, MrgX1 antagonist inactive and MrgX1 allo act inactive.
Screening CC(C)c1csc(CN2CCC(n3nccc3NC(=O)Cc3ccccc3)CC2)n1 returned TRPC6 activator inactive, TRPC6 inh inactive, Platelet DG rel 3, RGS4 block inactive, HIF act -0.4, MrgX1 ag inactive, TRPC4 inh inactive, SKKanGAS inh 3, RGS4 act inactive, MrgX1 antagonist inactive and MrgX1 allo act inactive.
Screening CCCNC(=O)Cn1c(=O)n(C)c2ccccc21 returned TRPC6 activator inactive, TRPC6 inh inactive, Platelet DG rel -3, RGS4 block inactive, HIF act -0.4, MrgX1 ag inactive, TRPC4 inh inactive, SKKanGAS inh -5, RGS4 act inactive, MrgX1 antagonist inactive and MrgX1 allo act inactive.
`Fc1ccc(NC(=S)Nc2cccnc2)c(F)c1F` gave TRPC6 activator inactive, TRPC6 inh inactive, Platelet DG rel 0, RGS4 block inactive, HIF act -0.1, MrgX1 ag inactive, TRPC4 inh inactive, SKKanGAS inh 2, RGS4 act inactive, MrgX1 antagonist inactive and MrgX1 allo act inactive.
Screening Cc1ccnc(NS(=O)(=O)c2ccc(NC(=O)c3ccc4c(c3)OCCO4)cc2)n1 returned TRPC6 activator inactive, TRPC6 inh inactive, Platelet DG rel 0, RGS4 block inactive, HIF act -0.1, MrgX1 ag inactive, TRPC4 inh inactive, SKKanGAS inh 1, RGS4 act inactive, MrgX1 antagonist inactive and MrgX1 allo act inactive.
